Compound activity deposited in PubChem by The Scripps Research Institute Molecular Screening Center.
M1 PAM parental: M1 PAM counterscreen hit in parental CHO-K1 cells. AID 602247. activation, % at 3 µM. ATP EC20, Fluo-8 calcium fluorescence; 0% at ATP EC20, 100% at ATP max. 360,000 tested, 0.02% active;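 active = activation above the run cutoff, the mean activation of all test compounds plus 3 SD, cut at about 40% in these data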;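 also: peak over basal fluorescence ratio in a 140 s read after ATP addition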
TAAR1 antag: human TAAR1 antagonism | Q96RJ0 | CHO RD-HGA16 TAAR1, Fluo-8 calcium fluorescence, antagonist | inhibition, % at 3 µM | 360,000 tested, 1.5% active;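 active = inhibition above a per-plate cutoff, the mean inhibition of test compounds on that plate plus 3 SD, cut at about 49% in these data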;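 also: 0% = DMSO plus EC80 beta-PEA response and 100% = DMSO alone without agonist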
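test system = CHO RD-HGA16 cells bearing hTAAR1 | replication = singlicate | controls = DMSO-only wells and EC80 β-PEA-stimulated wells | reagent = EC80 β-phenethylamine stimulus | read-out basis = percent inhibition of PEA-evoked calcium signal, max/basal emission ratio | schedule = seeding 17-24 h prior, 75-min 37 °C, 30-min RT dye loading | signal = kinetic Fluo-8 calcium fluorescence measurement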
CHO-K1 Ca antag: counter-screen for M1 antagonists: effect in parental CHO-K1 cells; ATP-induced calcium, Fluo-8 fluorescence; inhibition, % at 3 µM; 360,000 tested, 0.6% active;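 active = inhibition above a per-plate cutoff, the plate's mean sample inhibition plus 3 SD, cut at about 24% in these data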;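 also: 0% = DMSO plus EC80 ATP and 100% = DMSO alone without ATP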
CHO parental Ca: counter-screen: ATP calcium response change in parental CHO cells; parental CHO-K1, ATP-induced calcium, Fluo-8 fluorescence; inhibition, % at 5.6 µM; 330,000 tested, 0.63% active; AID 463079;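 active = inhibition above that plate's mean sample inhibition plus 3 SD, cut at about 26% in these data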;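 also: 0% = ATP-challenged DMSO wells and 100% = DMSO wells without ATP; some compounds past the cut are filed as inactive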
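Material: parental CHO cells / Compound: single nominal dose of 5.6 µM per compound / Signal: Fluo-8 fluorescence / Replicates: singlicate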
TAAR1 agonist: human TAAR1 agonism | Q96RJ0 | CHO RD-HGA16 TAAR1, Fluo-8 calcium fluorescence; vehicle wells 0%, saturating PEA agonist 100% | activation, % at 3 µM | 360,000 tested, 0.99% active;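 active = activation above the mean activation of all test compounds in the run plus 3 SD, cut at about 38% in these data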
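Assay system – CHO-derived RD-HGA16 cells with stable Gα16 and human TAAR1 · Compound dosing – one-point dosing at 3 µM (nominal) · Incubation – 17-24 h seeding, 75 min 37 °C dye, 30 min RT · Measured by – kinetic Fluo-8 calcium fluorescence · Control set – DMSO vehicle as 0%, PEA at EC100 as 100% · Repeats – single well for each compound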
M1 ag parental: counter-screen for M1 agonists: effect in parental CHO-K1 cells. 360,000 tested, 0.48% active. Fluo-8 calcium fluorescence; scaled to maximal ATP response, vehicle zero. activation, % at 3 µM. AID 602248; in the data active = activation above about 15%;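 also: untransfected CHO-K1 host cells lacking M1 receptor as counterscreen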
V1aR counter: activates human V1a receptor in oxytocin agonist counter-screen. 320,000 tested, 0.25% active. activation, % at 3 µM. CHO-V1R cells, Fluo-8 calcium fluorescence, agonist mode; 0% DMSO, 100% 3 nM vasopressin. P37288;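 active = activation above the mean activation of all tested compounds plus 3 SD, per screening run, cut at about 20% in these data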;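 also: signal is peak over basal fluorescence ratio across a 100 second FLIPR read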
Target sequence (P37288 whole entry, looked up): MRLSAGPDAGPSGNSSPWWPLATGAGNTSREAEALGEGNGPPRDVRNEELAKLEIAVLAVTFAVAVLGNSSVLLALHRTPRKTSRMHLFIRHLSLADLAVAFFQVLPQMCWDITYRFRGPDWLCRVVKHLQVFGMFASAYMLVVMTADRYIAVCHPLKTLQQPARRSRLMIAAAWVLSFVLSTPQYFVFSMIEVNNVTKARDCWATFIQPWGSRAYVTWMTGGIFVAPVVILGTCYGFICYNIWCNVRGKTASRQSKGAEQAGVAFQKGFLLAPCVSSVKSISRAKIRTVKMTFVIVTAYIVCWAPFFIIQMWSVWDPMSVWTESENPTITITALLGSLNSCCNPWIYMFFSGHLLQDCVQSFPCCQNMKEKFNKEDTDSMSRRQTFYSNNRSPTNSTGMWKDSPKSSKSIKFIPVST
CHRM1 agonist: human M1 muscarinic receptor agonism; P11229; activation, % at 3 µM; AID 588814; 360,000 tested, 0.33% active; CHO-K1 hM1, Fluo-8 calcium fluorescence, agonist mode; 0% DMSO, 100% acetylcholine EC100;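 active = activation above the run's mean compound activation plus 3 SD, cut at about 16% in these data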;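 also: peak over basal fluorescence ratio within a 140 s kinetic read after compound addition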
OXTR potentiator: human OXTR potentiation; P30559; CHO-OTR cells, Fluo-8 calcium fluorescence, potentiator mode; 0% = oxytocin EC15, 100% = EC100; activation, % at 3 µM; 320,000 tested, 0.061% active;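 active = activation above that plate's cutoff, the mean activation of tested compounds plus 3 SD, cut at about 6.6% in these data, passing the limit was not always enough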;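 also: 100% uses oxytocin at 75 nM as the full agonist control; some results filed as inactive read as strong as hits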
Target sequence (P30559 whole entry, looked up): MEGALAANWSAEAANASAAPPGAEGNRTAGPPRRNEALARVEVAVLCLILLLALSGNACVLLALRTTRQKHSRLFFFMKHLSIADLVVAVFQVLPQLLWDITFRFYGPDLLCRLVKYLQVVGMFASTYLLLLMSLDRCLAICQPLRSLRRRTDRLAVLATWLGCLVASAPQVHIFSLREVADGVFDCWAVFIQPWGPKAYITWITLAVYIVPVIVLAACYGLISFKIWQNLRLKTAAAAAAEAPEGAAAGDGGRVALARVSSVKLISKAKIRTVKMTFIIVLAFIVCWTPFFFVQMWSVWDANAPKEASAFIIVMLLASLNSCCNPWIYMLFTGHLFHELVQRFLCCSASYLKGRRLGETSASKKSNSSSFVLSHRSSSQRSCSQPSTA
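Dosing: Single dose, 3.0 µM nominal final compound concentration | Material: Human OTR in CHO cells | Technique: Kinetic Fluo-8 calcium fluorescence | Benchmarks: EC15 oxytocin alone as 0%, 75 nM oxytocin as 100% | Probe or stimulus: Oxytocin at about EC15, sub-maximal agonist stimulus | Incubation: Compound 6 min at room temperature before oxytocin, 100 s read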
* marks the source's active call; other numbers are inactive results. Rows are unselected, and some 3.3% of all compounds hit somewhere here.

Screening COc1ccc(-c2nnc(NC(=O)c3ccc(S(=O)(=O)N(C)CC4CCCO4)cc3)o2)c(OC)c1 (centres undefined) returned M1 PAM parental 0.0, TAAR1 antag -21.8, CHO-K1 Ca antag -1.0, CHO parental Ca -5.3, TAAR1 agonist 13.3, M1 ag parental 0.5, V1aR counter -0.5, CHRM1 agonist -1.5 and OXTR potentiator -0.6.
CCNC(=O)COC(=O)c1sccc1C was read as M1 PAM parental -10.0, TAAR1 antag -15.5, CHO-K1 Ca antag -3.4, CHO parental Ca 1.3, TAAR1 agonist 5.3, M1 ag parental -0.3, V1aR counter 0.5, CHRM1 agonist -4.9 and OXTR potentiator -0.9.
`O=C(N/N=C/c1cccnc1)c1ccccc1OCc1ccc(Br)cc1` gave M1 PAM parental 12.6, TAAR1 antag 21.2, CHO-K1 Ca antag -2.1, CHO parental Ca -40.4, TAAR1 agonist 8.1, M1 ag parental 3.5, V1aR counter 0.5, CHRM1 agonist -9.9 and OXTR potentiator -17.2.
`Nn1c(=O)c2ccccc2n2c(SCc3ccccc3)nnc12` gave M1 PAM parental 1.4, TAAR1 antag 8.3, CHO-K1 Ca antag -3.6, CHO parental Ca -11.5, TAAR1 agonist -3.9, M1 ag parental 0.1, V1aR counter 0.6, CHRM1 agonist -2.9 and OXTR potentiator 2.3.
`COc1cc(N=Cc2c(O)[nH]c3ccccc23)cc(OC)c1OC` gave M1 PAM parental -0.3, TAAR1 antag 26.2, CHO-K1 Ca antag -8.1, CHO parental Ca -22.6, TAAR1 agonist 15.3, M1 ag parental 2.5, V1aR counter 0.6, CHRM1 agonist -2.5 and OXTR potentiator -1.3.
Screening CC(=O)C1CCC2C3CCC4=CC(=O)C=CC4(C)C3CCC12C (centres undefined) returned M1 PAM parental 10.6, TAAR1 antag 8.7, CHO-K1 Ca antag -8.9, TAAR1 agonist 3.6, M1 ag parental 1.4 and CHRM1 agonist -6.4.
Screening CN(c1ccccc1)S(=O)(=O)c1ccc(NC(=O)c2nc(S(C)(=O)=O)ncc2Cl)cc1 returned M1 PAM parental -19.8, TAAR1 antag 48.9*, CHO-K1 Ca antag 15.6, CHO parental Ca 31.6, TAAR1 agonist 18.2, M1 ag parental 6.0, V1aR counter 2.9, CHRM1 agonist -0.4 and OXTR potentiator -8.5.
Screening CC1CN(S(=O)(=O)c2cccc(C(F)(F)F)c2)CN1C(=O)N1CCOCC1 (centres undefined) returned M1 PAM parental -11.2, TAAR1 antag 12.8, CHO-K1 Ca antag -11.4, CHO parental Ca 5.3, TAAR1 agonist -1.0, M1 ag parental 0.4, V1aR counter 0.5, CHRM1 agonist -3.0 and OXTR potentiator -3.4.
`COc1cccc(CC(=O)OCC(=O)Nc2c(C)nn(-c3ccccc3)c2C)c1` gave M1 PAM parental 4.4, TAAR1 antag -7.9, CHO-K1 Ca antag -2.8, TAAR1 agonist 5.9, M1 ag parental 3.8 and CHRM1 agonist -1.3.
COc1ccc(NC(=O)c2cc(-c3ccc(OC)c(OC)c3)on2)cc1OC was read as M1 PAM parental -4.2, TAAR1 antag -5.6, CHO-K1 Ca antag 0.1, CHO parental Ca -11.2, TAAR1 agonist 5.7, M1 ag parental -0.4, V1aR counter -0.3, CHRM1 agonist -0.6 and OXTR potentiator -1.4.
For CC1=Nc2ccccc2/C1=C/c1sc(=O)n(CC(=O)N2CCCC2)c1O the results were M1 PAM parental 2.5, TAAR1 antag 0.0, CHO-K1 Ca antag 9.8, CHO parental Ca -7.1, TAAR1 agonist 17.6, M1 ag parental 2.7, V1aR counter 5.1, CHRM1 agonist -4.3 and OXTR potentiator -14.4.
For O=C(c1ccccc1)N(c1ccccc1)C1C=CS(=O)(=O)C1 (centres undefined) the results were M1 PAM parental -3.5, TAAR1 antag -2.0, CHO-K1 Ca antag 8.9, CHO parental Ca -0.3, TAAR1 agonist -1.8, M1 ag parental 0.0, V1aR counter 0.6, CHRM1 agonist -1.7 and OXTR potentiator -2.0.
COc1ccc(Nc2nc(-c3cccs3)cs2)c(OC)c1 was read as M1 PAM parental 13.2, TAAR1 antag 7.8, CHO-K1 Ca antag 0.1, CHO parental Ca -16.4, TAAR1 agonist 3.2, M1 ag parental 0.2, V1aR counter -0.1, CHRM1 agonist -3.8 and OXTR potentiator -17.4.
Fc1cccc(Cc2noc(CN3CCC(c4ccncc4)CC3)n2)c1 was read as M1 PAM parental -4.2, TAAR1 antag 22.5, CHO-K1 Ca antag 8.1, CHO parental Ca -7.5, TAAR1 agonist 2.8, M1 ag parental 3.1, V1aR counter 6.1, CHRM1 agonist -6.3 and OXTR potentiator -8.6.
For COc1ccc(C(=O)OC2CCCCC2CN(C)C)cc1 (centres undefined) the results were M1 PAM parental 10.0, TAAR1 antag -12.9, CHO-K1 Ca antag -7.0, CHO parental Ca -15.6, TAAR1 agonist 4.3, M1 ag parental 1.2, V1aR counter -0.4, CHRM1 agonist -8.9 and OXTR potentiator -4.6.
`O=[N+]([O-])c1cc(C(F)(F)F)cc([N+](=O)[O-])c1NCc1cccnc1` gave M1 PAM parental -14.5, TAAR1 antag -7.4, CHO-K1 Ca antag 17.5, CHO parental Ca -10.2, TAAR1 agonist 6.3, M1 ag parental 0.0, V1aR counter -0.4, CHRM1 agonist -5.7 and OXTR potentiator -5.0.
Screening CC(=O)C1CCC2C3CC(O)C4=CC(=O)CCC4(C)C3C(=O)CC12C (centres undefined) returned M1 PAM parental -14.3, TAAR1 antag 10.3, CHO-K1 Ca antag 0.0, TAAR1 agonist 0.4, M1 ag parental 10.5 and CHRM1 agonist -0.6.
Screening CCCS(=O)(=O)NC(=O)C1(C)CCCN(C(=O)COc2ccc(Cl)cc2Cl)C1 (centres undefined) returned M1 PAM parental 12.8, TAAR1 antag -7.1, CHO-K1 Ca antag -7.1, TAAR1 agonist 0.9, M1 ag parental 0.3 and CHRM1 agonist -1.2.
COc1ccc(Cl)cc1N(C(=O)c1ccco1)C(C(=O)NC1CCCC1)c1ccco1 (centres undefined) was read as M1 PAM parental 12.3, TAAR1 antag -1.0, CHO-K1 Ca antag -9.4, CHO parental Ca -16.4, TAAR1 agonist -0.9, M1 ag parental 0.1, V1aR counter -1.1, CHRM1 agonist -5.0 and OXTR potentiator 4.8.
`CCN1CCN(CCC(=O)Nc2cc(OC)ccc2OC)CC1` gave M1 PAM parental 4.0, TAAR1 antag -5.8, CHO-K1 Ca antag -8.7, CHO parental Ca -4.7, TAAR1 agonist 0.2, M1 ag parental 0.5, V1aR counter -0.3, CHRM1 agonist -5.0 and OXTR potentiator -3.8.
Screening O=C(NCC(=O)N(c1ccccc1)C(C(=O)NC1CCCCC1)c1cccnc1)c1ccco1 (centres undefined) returned M1 PAM parental 4.2, TAAR1 antag -6.1, CHO-K1 Ca antag -3.4, CHO parental Ca -28.3, TAAR1 agonist 1.4, M1 ag parental 0.3, V1aR counter 2.0, CHRM1 agonist -5.2 and OXTR potentiator 3.1.
O=C(COc1ccccc1Br)N1CCN(C(=O)c2cccs2)CC1 was read as M1 PAM parental 18.9, TAAR1 antag -10.2, CHO-K1 Ca antag -13.7, CHO parental Ca -10.3, TAAR1 agonist 0.2, M1 ag parental 1.5, V1aR counter 7.8, CHRM1 agonist 1.0 and OXTR potentiator 6.0.
For CCCCC1CCC(/C(N)=N/O)CC1 (centres undefined) the results were M1 PAM parental 3.8, TAAR1 antag -5.7, CHO-K1 Ca antag -2.5, CHO parental Ca -6.3, TAAR1 agonist -0.2, M1 ag parental -0.1, V1aR counter -1.8, CHRM1 agonist -4.4 and OXTR potentiator -6.7.
`CCCCC[C@@H](C)N1C[C@@H](COCc2ccccc2)Oc2cc(N3CC[C@@H](O)C3)ccc2S1(=O)=O` gave M1 PAM parental -5.7, TAAR1 antag -9.7, CHO-K1 Ca antag -13.0, TAAR1 agonist -0.2 and M1 ag parental 0.6.
For COC(=O)c1c(C)n(-c2ccccc2)c2ccc(O)cc12 the results were M1 PAM parental 24.4, TAAR1 antag -2.7, CHO-K1 Ca antag -8.5, CHO parental Ca -18.5, TAAR1 agonist 1.7, M1 ag parental 0.1, V1aR counter -1.6, CHRM1 agonist -5.9 and OXTR potentiator -5.4.
`COC(=O)CCCCCCCCC(=O)Nc1nc2ccccc2s1` gave M1 PAM parental 4.8, TAAR1 antag 2.5, CHO-K1 Ca antag 9.5, CHO parental Ca -17.4, TAAR1 agonist 50.5*, M1 ag parental -0.1, V1aR counter 1.5, CHRM1 agonist 0.6 and OXTR potentiator -20.4.
Screening CCN(CCNC(=O)C1CCN(S(=O)(=O)c2c(C)noc2C)CC1)c1ccccc1 returned M1 PAM parental 10.6, TAAR1 antag 16.0, CHO-K1 Ca antag 2.2, CHO parental Ca -15.3, TAAR1 agonist 2.8, M1 ag parental 1.3, V1aR counter 0.8, CHRM1 agonist -11.3 and OXTR potentiator -16.0.
`CCCCCCCc1nn2c(=O)cc(O)nc2s1` gave M1 PAM parental 13.8, TAAR1 antag 0.5, CHO-K1 Ca antag -13.9, CHO parental Ca -4.0, TAAR1 agonist -0.3, M1 ag parental -0.4, V1aR counter 0.0, CHRM1 agonist -5.3 and OXTR potentiator 2.8.
COc1ccc(C(=O)CSC2=C(C#N)C3(CCCCC3)C(C#N)=C(N)N2)cc1 was read as M1 PAM parental 1.7, TAAR1 antag 10.8, CHO-K1 Ca antag -3.2, CHO parental Ca -7.3, TAAR1 agonist 25.4, M1 ag parental 7.6, V1aR counter 11.7, CHRM1 agonist -0.3 and OXTR potentiator -11.2.
For Cc1ccc(-c2[nH]nc3c2C(c2ccsc2)C(C#N)=C(N)O3)cc1 (centres undefined) the results were M1 PAM parental 16.2, TAAR1 antag -5.6, CHO-K1 Ca antag -15.5, CHO parental Ca -14.6, TAAR1 agonist 20.0, M1 ag parental 0.4, V1aR counter -0.3, CHRM1 agonist -6.8 and OXTR potentiator 2.5.
`CC(C)[C@H](NS(=O)(=O)c1ccc2c(c1)OCCO2)C(=O)OCC(=O)Nc1ccccc1Cl` gave M1 PAM parental -6.4, TAAR1 antag 17.1, CHO-K1 Ca antag -7.5, CHO parental Ca -25.3, TAAR1 agonist 8.4, M1 ag parental 3.5, V1aR counter 3.3, CHRM1 agonist -8.0 and OXTR potentiator -6.3.
`O=c1c(C(c2ccc(Br)cc2)c2c(O)nc3n(c2=O)CCCS3)c(O)nc2n1CCCS2` gave M1 PAM parental -20.7, TAAR1 antag 4.4, CHO-K1 Ca antag 18.6, CHO parental Ca -11.3, TAAR1 agonist 14.2, M1 ag parental -0.9, V1aR counter 0.9, CHRM1 agonist 1.4 and OXTR potentiator -4.1.
